INS-1E GSIS act: GLuc luminescence reporter in INS-1E cells, primary screen for activators of glucose-dependent secretion of insulin; INS-1E GLuc reporter insulin secretion, 2-3 h; activation, % at 16.6 µM; 370,000 tested, 0.61% active;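 active = lowest replicate activation of at least 40%, so every replicate reaches that level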;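 also: 0% = median of neutral control wells and 100% = median of IBMX positive control wells; some compounds called inactive have numbers as strong as hits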
ERp5 block: blocks human ERp5 reductase activity on insulin | Q15084 | ERp5 insulin aggregation, absorbance 650 nm, 90 min | inhibition, % at 9.99 µM | 350,000 tested, 0.05% active;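 active = mean replicate inhibition above about 25%, with every replicate also reaching it, limit read from the data, passing the limit was not always enough; inconclusive = only one of those two criteria met; inactive = neither criterion met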
Target sequence (Q15084 whole entry, looked up): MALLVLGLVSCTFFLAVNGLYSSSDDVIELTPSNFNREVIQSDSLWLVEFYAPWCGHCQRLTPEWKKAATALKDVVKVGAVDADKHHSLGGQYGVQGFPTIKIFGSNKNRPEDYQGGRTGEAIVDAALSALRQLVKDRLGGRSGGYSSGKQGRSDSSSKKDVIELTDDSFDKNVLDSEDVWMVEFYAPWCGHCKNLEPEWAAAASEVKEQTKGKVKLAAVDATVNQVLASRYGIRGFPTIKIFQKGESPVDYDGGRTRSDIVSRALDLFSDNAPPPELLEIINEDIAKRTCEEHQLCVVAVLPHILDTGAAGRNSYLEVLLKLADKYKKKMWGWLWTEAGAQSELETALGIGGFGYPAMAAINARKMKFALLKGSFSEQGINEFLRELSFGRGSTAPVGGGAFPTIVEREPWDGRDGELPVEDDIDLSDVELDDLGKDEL
DENV2 CPE rescue: DENV2-induced cell death inhibition; DENV2-infected cells, cytopathic effect rescue, plate reader; CPE inhibition, % at 9.99 µM; 350,000 tested, 1.7% active; AID 651640; in the data active = CPE inhibition above about 20%, passing the limit was not always enough; inconclusive = no clear call, values can overlap the other calls; tested in BHK-21 cells;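 also: 0% = median of neutral control wells and 100% = median of positive control wells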
PAX8 reporter: lowers PAX8-driven luciferase in RMG-I cells. RMG-I TPO-luciferase reporter, SteadyGlo, 24 h. inhibition, % at 12.6 µM. 360,000 tested, 1.2% active. AID 652154;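 active = mean replicate inhibition at least 60% with every replicate also reaching 60%; inconclusive = only one of the two criteria is met; inactive = mean below 60% and not all replicates reaching 60%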;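 also: luciferase light reporting Pax8 driven TPO promoter activity; plate controls were median of neutral control wells for no effect and mitoxantrone controls for full effect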
CFTR F508del cor: correctors of CFTR F508del function in bronchial epithelial cells | 350,000 tested, 0.36% active | activity (quench increase), % at 7.58 µM | CFBE cells, YFP halide quenching; stimulated with forskolin plus potentiator P3; % fluorescence drop versus neutral controls;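 active = mean added fluorescence quench of at least 8% versus neutral control, with both replicates also reaching 8%; inconclusive = only one of the mean or replicate conditions met; inactive = mean below 8% and not both replicates reaching 8%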;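 also: cells transiently co-express mutant CFTR-F508del with the halide-sensitive YFP; corrector assay measuring rescue of mutant channel to the surface after 24 h compound exposure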
XiGFP reactiv: reactivates the inactive X chromosome in mouse fibroblasts | XiGFP mouse fibroblasts, % GFP-positive cells imaging, 3 d; cells co-treated with 5-aza-dC sensitizer; scaled so ellipticine positive control = 100% | activation, % at 7.58 µM | 360,000 tested, 0.055% active | AID 743238;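 active = mean normalized replicate activation at least 10% and every replicate at or above 10%; inconclusive = only one of the two criteria met; inactive = mean below 10% and not all replicates reach 10%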;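 also: 0% = median of on-plate neutral control wells and 100% = ellipticine 6 µM median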
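System: SV40-immortalized XiGFP fibroblast cells, line 68-5-11 / Incubation: 3-day compound exposure, then 15 min fixation at room temperature / Compound: single concentration per compound, delivered by pin transfer / Buffer or medium: DMEM plus 5-aza-dC sensitizer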
EWS-Fli inh: blocks EWS/Fli oncoprotein-driven transcription; A673 NR0B1-luciferase reporter, viability-normalised; AID 651661; inhibition, % at 12.6 µM; 350,000 tested, 0.67% active;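 active = mean inhibition of at least 50% after viability correction, with every replicate also passing that limit; inconclusive = mean reaches 50% but only one of two replicates passes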;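 also: firefly luciferase signal divided by Alamar Blue viability fluorescence both relative to DMSO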
ARNT-TACC3 inh: ARNT/TACC3 interaction disruption | Q9Y6A5 | AlphaScreen His-ARNT PAS-B/GST-TACC3 binding, luminescence; TACC3 fragment carries E629A point mutation | inhibition, % at 9.99 µM | 390,000 tested, 0.66% active | AID 623870;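 active = mean inhibition of replicates at least 50% and at least half of replicates each reaching 50%; inconclusive = half or more replicates reach 50% but mean below 50%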;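 also: 0% = complete ARNT plus TACC3 wells and 100% = ARNT alone without TACC3; many hits fall short of the cut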
Active calls of the source: *; ? = inconclusive; · = not tested or not shown. Random draw from the library; about 4.2% have a hit in one of these screens.

nr	molecule	INS-1E GSIS act	ERp5 block	DENV2 CPE rescue	PAX8 reporter
1	C=CCOc1ccccc1CNCCc1ccc(S(N)(=O)=O)cc1	-12.7	3.8	-1.2	12.8
2	C[C@@H]1CCCCO[C@H](CN(C)Cc2ccc(C(=O)O)cc2)[C@@H](C)CN([C@@H](C)CO)C(=O)c2cc(NS(=O)(=O)c3cccs3)ccc2O1	7.6	0.1	-2.4	-1.5
3	CNC(=O)C1Cc2c(-c3ccccc3Oc3ccccc3)ccnc2O1 (stereo not drawn)	0.1	-9.1	-1.3	-4.8
4	Cc1ccc(OCC(=O)Nc2sc3c(c2C#N)CCC3)cc1	-1.3	2.0	·	·
5	O=C(CNS(=O)(=O)c1ccc(Cl)c(C(F)(F)F)c1)NC1CCCCCC1	11.8	3.1	0.9	9.5
6	C[C@H]1CN([C@@H](C)CO)S(=O)(=O)c2ccc(C#Cc3cccc(F)c3)cc2O[C@@H]1CN(C)S(=O)(=O)c1ccccc1F	-8.1	-2.4	-2.9	·
7	O=C(Nc1cccc(-c2nc3ncccc3o2)c1)c1sc2cc(Cl)ccc2c1Cl	4.3	3.8	-0.5	·
8	CCN1CCN(C(C(=O)NC2CCCCC2)c2ccnc3ccccc23)CC1 (stereo not drawn)	-2.6	6.3	-6.0	8.5
9	C[C@@H]1CN([C@H](C)CO)S(=O)(=O)c2ccc(-c3ccccc3)cc2O[C@H]1CN(C)C(=O)C1CCC1	-13.4	·	·	·
10	COc1ccc(-n2c(C)cc(/C=C/c3nc(O)c([N+](=O)[O-])c(=O)[nH]3)c2C)cc1	7.5	4.2	-2.2	6.4
11	O=C(Nc1ccccc1)c1nc[nH]c1C(=O)N1CCc2ccccc2C1	-3.9	-1.9	3.9	-17.2
12	C[C@H](CO)N1C[C@H](C)[C@@H](CN(C)S(C)(=O)=O)Oc2c(cccc2N(C)C)C1=O	7.3	1.6	-0.7	-8.3
13	CCOC(=O)N1CCN(Cc2cc(Cl)c3cccnc3c2O)CC1	-8.4	2.0	2.7	78.2*
14	Cc1ccc(C(=O)COC(=O)c2ccncc2)cc1[N+](=O)[O-]	-16.2	·	·	-14.1
15	CCNC(=O)C1(C)CCCN(Cc2ccccc2-c2ccccc2)C1 (stereo not drawn)	22.8	5.2	6.8	3.7

nr	CFTR F508del cor	XiGFP reactiv	EWS-Fli inh	ARNT-TACC3 inh
1	3.2	0.0	-1.2	4.3
2	-1.3	0.0	4.3	-2.8
3	-1.9	0.2	4.2	·
4	1.3	·	-93.1	-2.8
5	1.6	-0.5	-0.6	-18.4
6	1.2	0.6	5.5	-9.3
7	-1.1	·	-58.0	3.5
8	0.6	·	-2.0	·
9	0.5	-0.3	-26.4	·
10	-0.3	0.0	4.6	·
11	2.0	0.0	0.3	1.0
12	-1.6	-0.2	4.4	-13.1
13	-12.4	0.0	32.0	·
14	·	0.0	·	-9.9
15	1.2	0.1	6.8	·

Next part.
nr	molecule	INS-1E GSIS act	ERp5 block	DENV2 CPE rescue	PAX8 reporter
16	CCN(CC)S(=O)(=O)c1nnc(NC(=O)c2ccco2)s1	5.8	-0.2	2.1	-9.9
17	CC(C)NC(=O)Nc1ccc2c(c1)CC(=O)N([C@H](C)CO)C[C@H](C)[C@@H](CN(C)C(=O)Nc1ccc(C(F)(F)F)cc1)O2	-4.9	2.1	-13.9	5.7
18	Cc1ccc(OCCCCN2CCc3ccccc3C2)c(C)c1	-5.2	5.4	?	14.1
19	COc1cc(NC(=O)CCc2nnc3ccc(N4CCN(C)CC4)nn23)cc(OC)c1	-7.5	0.7	16.8	-1.0
20	Cc1ccc(C(=O)C(C)N2C(=O)NC(C)(c3ccccc3)C2=O)cc1 (stereo not drawn)	-1.9	-1.2	9.3	2.2
21	Oc1ccc(C[C@H]2CN([C@@H](Cc3ccccc3)CN3CCCC3CN3C(=S)NC[C@@H]3Cc3ccccc3)C(=S)N2CCc2ccccc2)cc1 (stereo partly drawn)	·	1.0	-9.7	17.2
22	CC(C)CCNC(=O)C(=O)NC1CCCC1	2.2	5.1	7.5	-62.5
23	CCCC#Cc1ccc2c(c1)O[C@H](CN(C)CC1CCOCC1)[C@H](C)CN([C@H](C)CO)S2(=O)=O	-11.4	-1.5	1.7	-5.1
24	CCCCN1CC(COCc2ccccc2)Oc2cccc(NCc3cc(OC)c(OC)c(OC)c3)c2S1(=O)=O (stereo not drawn)	-9.5	1.6	-11.1	29.5
25	CCOc1ccc(-c2cc(CCCC(=O)NCc3cccnc3)no2)cc1	-8.5	0.4	-1.3	-75.7
26	C[C@@H](NC(=O)c1nc[nH]c1C(=O)NCC(=O)OC(C)(C)C)c1ccccc1	·	2.1	-12.8	3.0
27	COCC#Cc1ccc2c(c1)O[C@@H](CN(C)Cc1ccc(F)cc1)[C@H](C)CN([C@@H](C)CO)S2(=O)=O	-2.7	-1.5	-7.7	·
28	O=C(O)c1ccc(COc2ccc3c(c2)CCC3)cc1	0.3	0.2	6.3	-10.9
29	COc1ccc(-c2nc(CS(=O)CC(=O)NC3CCCCC3C)c(C)o2)cc1 (stereo not drawn)	-28.0	-4.9	0.0	18.2
30	C[C@@H](O)C#Cc1cnc2c(c1)C(=O)N([C@@H](C)CO)C[C@H](C)[C@@H](CN(C)Cc1ccc(-c3ccccc3)cc1)O2	5.3	-0.3	2.1	-0.8

nr	CFTR F508del cor	XiGFP reactiv	EWS-Fli inh	ARNT-TACC3 inh
16	7.1	0.3	2.0	-23.0
17	1.7	-1.0	2.3	5.1
18	3.0	0.0	29.2	-2.2
19	-0.7	0.1	·	-4.0
20	2.0	0.0	1.3	5.9
21	0.2	0.1	8.5	·
22	-0.2	0.0	-21.9	-4.9
23	-1.7	0.1	0.6	3.3
24	3.8	0.0	6.7	·
25	0.0	0.0	15.3	1.3
26	-1.9	0.1	1.6	6.7
27	-2.7	-0.7	45.6	-18.0
28	-1.3	-0.2	4.7	-4.9
29	0.0	0.0	·	-0.9
30	-3.8	0.5	-13.7	1.1

Sorted by the number under INS-1E GSIS act (largest number first): 3 from the list above.
| item | canonical_smiles | INS-1E GSIS act |
| --- | --- | --- |
| 16 | CCN(CC)S(=O)(=O)c1nnc(NC(=O)c2ccco2)s1 | 5.8 |
| 28 | O=C(O)c1ccc(COc2ccc3c(c2)CCC3)cc1 | 0.3 |
| 19 | COc1cc(NC(=O)CCc2nnc3ccc(N4CCN(C)CC4)nn23)cc(OC)c1 | -7.5 |

More records follow.
nr	molecule	INS-1E GSIS act	ERp5 block	DENV2 CPE rescue	PAX8 reporter
31	CCCCC12CN3CCN(CC(C3)/C1=N\NC(=O)c1ccccc1N)C2	-5.7	·	·	-52.5
32	Cc1ncsc1CCOC(=O)c1ccc([N+](=O)[O-])cc1	23.1	7.7	-2.9	0.5
33	COc1ccc(CN(C)C[C@@H]2Oc3ccc(NS(=O)(=O)c4c(C)noc4C)cc3CC(=O)N([C@@H](C)CO)C[C@H]2C)cc1	1.8	0.6	17.2	·
34	CCCCN(C(=O)CSCC(=O)Nc1ccc(OC)cc1)c1c(N)n(Cc2ccccc2)c(=O)[nH]c1=O	-2.0	-10.0	12.2	3.0
35	N#C/C(=C\c1cccs1)C(=O)NCc1cccnc1	-4.6	1.3	-3.3	-12.4
36	COc1ccc2c3c(n(C)c2c1)[C@H](CO)NCC31CN(C(C)=O)C1	15.1	·	?	·
37	CCOCCCNC(=O)C1CCN(S(=O)(=O)c2cc(Br)cc3c2N(C(=O)CC)CC3)CC1	-11.2	3.4	-4.3	5.2
38	CN(CC(=O)Nc1cc(S(=O)(=O)N2CCOCC2)ccc1Cl)C1CCS(=O)(=O)C1 (stereo not drawn)	-1.9	-8.1	-4.6	39.3
39	CN1C(=O)C2(c3ccccc31)c1c(oc3ccccc3c1=O)C(=O)N2CCO (stereo not drawn)	·	-4.0	1.8	5.1
40	COCOCCn1cc(CN2CCS(=O)(=O)N(Cc3ccc(-c4ccc(OC)cc4)cc3)C(CC(C)C)C2=O)nn1 (stereo not drawn)	-21.5	4.0	2.1	11.3
41	COCc1cc(=O)[nH]c(Cc2c(Cl)cccc2Cl)n1	2.2	-5.4	0.7	14.7
42	C[C@@H]1CN([C@@H](C)CO)C(=O)c2cccc(NC(=O)Nc3ccccc3)c2O[C@H]1CN(C)C(=O)NC1CCCCC1	-10.5	5.0	-3.0	-0.9
43	COCC#Cc1cnc2c(c1)C(=O)N([C@@H](C)CO)C[C@@H](C)[C@H](CN(C)C(=O)Nc1ccccc1F)O2	0.1	2.5	-4.7	·
44	O=C(C[C@@H]1CC[C@H](NC(=O)Nc2cc(F)ccc2F)[C@H](CO)O1)Nc1ccc(-c2ccccc2)cc1	14.2	-0.3	-11.6	-2.4
45	COc1ccc(S(=O)(=O)NC(C)C(=O)Nc2ccccc2)cc1Cl (stereo not drawn)	16.3	-14.3	?	·

nr	CFTR F508del cor	XiGFP reactiv	EWS-Fli inh	ARNT-TACC3 inh
31	·	0.0	·	1.4
32	·	0.3	5.3	-9.5
33	-3.6	-0.1	-10.9	·
34	-0.1	0.0	-6.7	3.9
35	1.4	0.1	-17.1	-1.0
36	0.7	0.1	6.1	·
37	-0.9	0.1	-7.0	3.6
38	1.3	0.0	12.5	8.7
39	-0.1	0.0	-2.4	-0.1
40	-2.5	0.5	9.3	·
41	-1.4	0.5	-2.0	-5.0
42	-0.5	-0.4	2.0	·
43	1.0	-1.2	-6.8	14.6
44	3.5	0.1	-8.1	·
45	1.4	0.0	-3.8	-4.5

Continuation.
nr	molecule	INS-1E GSIS act	ERp5 block	DENV2 CPE rescue	PAX8 reporter
46	COCCCN1C(=O)C(=O)/C(=C(/O)c2ccc(OCC(C)C)cc2C)C1c1cccnc1 (stereo not drawn)	3.6	-12.9	3.5	·
47	CC(C)(CNC(=O)c1ccc(-c2ccccc2Cl)o1)N1CCOCC1	24.5	2.5	1.2	-143.6
48	C[C@H]1CN([C@@H](C)CO)C(=O)Cc2cc(NC(=O)Nc3cccc4ccccc34)ccc2O[C@H]1CN(C)Cc1ccc(-c2ccccc2)cc1	5.1	1.1	14.0	7.5
49	COc1ccc(CC(=O)NCC2(N3CCCCC3)CCCCC2)cc1	-12.7	-2.4	9.7	-15.2
50	N#Cc1ccc(C(=O)NC2=NCCS2)cc1	4.1	6.6	7.7	-82.3
51	COc1ccccc1C(=O)NNC(=O)c1cccc(C)c1	7.7	3.1	-4.7	-66.0
52	COc1cccc(NC(=O)CCC(=O)Nc2ccc3nc(N4CCOCC4)cc(C)c3c2)c1	8.5	3.8	7.6	-87.3

nr	CFTR F508del cor	XiGFP reactiv	EWS-Fli inh	ARNT-TACC3 inh
46	0.0	·	5.7	4.5
47	-0.6	0.0	-70.2	·
48	3.4	0.0	5.0	·
49	-0.7	-0.4	9.5	·
50	-0.2	-0.1	-60.1	14.8
51	-6.1	0.0	-98.6	0.5
52	0.2	0.0	·	23.0

Assay outcomes deposited in PubChem by Broad Institute.
